bovine MsrA act – activates bovine MsrA enzyme; purified bovine MsrA, absorbance read-out; 360,000 tested, 0.3% active; activation, % at 10.6 µM; in the data active = activation above about 7.5%;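 also: 0% = vehicle and 100% = reference activator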
STEP inh – blocks human striatal-enriched tyrosine phosphatase; recombinant STEP, OMFP fluorogenic substrate, fluorescence; 360,000 tested, 0.25% active; AID 588621; inhibition, % at 20 µM;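 active = inhibition at 20 µM, scaled per plate between control wells, above about 37%, limit read from the data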;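 also: 0% = DMSO with enzyme and substrate and 100% = substrate only without enzyme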
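Material: STEP (striatal-enriched tyrosine phosphatase) enzyme, cell-free | Medium: 50 mM Bis-Tris pH 6.0 with 2.5 mM DTT and 0.005% Tween 20 | Read-out: Percent inhibition scaled to no-enzyme and uninhibited-enzyme controls, plate-pattern corrected | Signal: Fluorescence read at 480 nm ex / 540 nm em | Times: 20 min reaction, room temperature, in the dark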
MsrA inhibitor – bovine MsrA inhibition; purified bovine MsrA, absorbance read-out; inhibition, % at 15.5 µM; 360,000 tested, 0.75% active; in the data active = inhibition above about 4.5%;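 also: 0% = vehicle wells with enzyme and 100% = reference inhibitor wells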
LMPTP block – LMPTP (human) inhibition; P24666; inhibition, % at 20 µM; recombinant LMPTP-A, OMFP fluorogenic substrate, fluorescence intensity; 360,000 tested, 0.22% active;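 active = compounds that cut the enzyme signal by at least half of the control window in the single-dose screen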;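 also: plate controls were DMSO wells with enzyme plus substrate for no effect and substrate without enzyme for full effect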
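Test system: LMPTP-A phosphatase enzyme; input: 0.625 nM LMPTP-A final; reagent: OMFP substrate, 400 µM final; compound dosing: 20 µM single dose, 3% DMSO; incubation: 50 min dark incubation at room temperature; measured by: endpoint fluorescence intensity from OMFP dephosphorylation; measure: % inhibition relative to no-enzyme and uninhibited control wells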
E coli Lon inh – inhibitors of E. coli Lon protease | P0A9M0 | purified E. coli Lon protease, fluorescence polarization | inhibition, % at 7.94 µM | 360,000 tested, 0.42% active; in the data active = inhibition above about 13%, passing the limit was not always enough;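 also: 0% = enzyme with probe and DMSO and 100% = no enzyme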
SUMO1-SIM PPI – modulators of human SUMO1-mediated protein-protein interactions | inhibition, % at 20 µM | AID 602429 | SUMO1 binding to a labelled peptide, TR-FRET, 1 h | 360,000 tested, 0.33% active; in the data active = inhibition above about 37%
DNMT1 block – blocks human DNA methyltransferase DNMT1. P26358. DNMT1 molecular beacon, Hinp1I cleavage, fluorescence. inhibition (reported as % activation of signal), % at 10 µM. 360,000 tested, 0.83% active. AID 588458; in the data active = inhibition above about 50%
Target sequence (P26358 504-1616 limits assumed): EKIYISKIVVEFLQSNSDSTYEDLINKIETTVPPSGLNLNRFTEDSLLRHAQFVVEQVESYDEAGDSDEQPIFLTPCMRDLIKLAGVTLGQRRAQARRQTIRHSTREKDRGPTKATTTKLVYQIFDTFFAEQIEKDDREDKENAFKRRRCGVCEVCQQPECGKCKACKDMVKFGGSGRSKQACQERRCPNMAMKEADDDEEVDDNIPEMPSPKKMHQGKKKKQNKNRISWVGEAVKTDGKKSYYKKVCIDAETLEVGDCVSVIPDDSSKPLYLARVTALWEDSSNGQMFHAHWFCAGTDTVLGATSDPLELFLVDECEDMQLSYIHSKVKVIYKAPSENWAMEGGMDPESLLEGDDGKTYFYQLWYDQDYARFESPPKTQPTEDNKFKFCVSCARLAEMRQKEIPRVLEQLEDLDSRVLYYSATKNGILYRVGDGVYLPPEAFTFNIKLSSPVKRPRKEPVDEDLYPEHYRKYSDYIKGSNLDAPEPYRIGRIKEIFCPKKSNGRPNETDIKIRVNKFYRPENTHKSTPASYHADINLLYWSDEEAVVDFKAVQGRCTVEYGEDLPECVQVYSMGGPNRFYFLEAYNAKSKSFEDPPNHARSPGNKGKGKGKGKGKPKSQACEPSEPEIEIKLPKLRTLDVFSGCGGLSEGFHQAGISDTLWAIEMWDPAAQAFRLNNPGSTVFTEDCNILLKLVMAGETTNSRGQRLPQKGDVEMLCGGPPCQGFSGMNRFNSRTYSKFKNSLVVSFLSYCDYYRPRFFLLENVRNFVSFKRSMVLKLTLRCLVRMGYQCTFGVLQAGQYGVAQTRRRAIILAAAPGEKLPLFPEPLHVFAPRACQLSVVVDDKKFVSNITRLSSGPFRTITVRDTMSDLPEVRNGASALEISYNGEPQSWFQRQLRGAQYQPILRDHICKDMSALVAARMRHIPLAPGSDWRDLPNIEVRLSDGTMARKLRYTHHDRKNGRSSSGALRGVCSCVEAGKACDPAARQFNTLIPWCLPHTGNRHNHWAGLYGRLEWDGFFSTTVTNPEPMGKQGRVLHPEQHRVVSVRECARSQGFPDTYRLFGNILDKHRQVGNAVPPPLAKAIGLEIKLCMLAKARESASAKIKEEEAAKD
TbMetRS inhib – blocks T. brucei methionyl-tRNA synthetase activity. purified T. brucei MetRS, ATP depletion, Kinase-Glo luminescence. inhibition, % at 11.9 µM. 360,000 tested, 0.4% active;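 active = inhibition above a per-plate cutoff of the control wells' mean inhibition plus 3 SD, cut at about 5.5% in these data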;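 also: 0% = DMSO wells median and 100% = median of wells with control inhibitor compound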
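Material – parasite MetRS enzyme · Medium – HEPES-MgCl2-KCl buffer plus DTT, spermine, BSA, pyrophosphatase · Reagent – ATP, methionine and E. coli bulk tRNA substrates · Times – 15 min enzyme-compound preincubation, 2 h reaction, 10 min detection, 25 °C · Measured by – luminescence of leftover ATP · Evaluation – percent inhibition relative to median high and low control wells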
NRP1-CendR mod – alters CendR peptide binding to human NRP-1; O14786; FAM-RPARPAR peptide binding to NRP-1, fluorescence polarization; inhibition, % at 25 µM; 360,000 tested, 0.85% active; AID 602438;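 active = inhibition or corrected inhibition above about 18%, plus a signal ratio from 0.5 to 1.5, limit read from the data, passing the limit was not always enough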; also: strong numbers were not always called active
Scp1 inh – blocks human Scp-1 phosphatase activity; 340,000 tested, 0.88% active; inhibition, % at 20 µM; Q9GZU7; Recombinant Scp1, phosphopeptide, malachite green phosphate absorbance;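 active = inhibition above about 50% at 20 µM, limit read from the data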;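 also: plate controls were DMSO wells with enzyme for no effect and wells lacking enzyme for full effect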
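Test system – truncated SCP-1 phosphatase (76-261aa) · Reagent – Phosphorylated 17-residue peptide substrate · Incubation – 45 min room-temperature reaction, 5 min colour, 30 min stabiliser · Detection – colorimetric phosphate reagent with accelerator and stabiliser, absorbance at 630 nm · Measure – % inhibition at 20 µM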
* marks the source's active call; other numbers are inactive results; . = no result given. No enrichment for hits. Share with any hit: about 4.3%.

Keys – A = bovine MsrA act; B = STEP inh; C = MsrA inhibitor; D = LMPTP block; E = E coli Lon inh; F = SUMO1-SIM PPI; G = DNMT1 block; H = TbMetRS inhib; I = NRP1-CendR mod; J = Scp1 inh
1) CC(C)N=C1SCC(C)(/C=N/O)S1 (centres undefined)
  A = -4	B = -1	C = -0.8	D = 0.5	E = 2	F = 0	G = 2	H = -0.3	I = -9	J = -4

2) O=C(CSc1nnc(-c2ccc(S(=O)(=O)N3CCCC3)cc2)o1)NCc1ccccc1
  A = -9	B = -1	C = 0.6	D = 0.5	E = 6	F = 0	G = 0	H = -1.6	I = -6	J = 0

3) CCOCCC(=O)Nc1ccc2c(c1)c(=O)n(C)n2Cc1cccc(C(F)(F)F)c1
  A = -9	B = 2	C = -0.6	D = -0.2	E = 1	F = 3	G = 2	H = 0.2	I = -9	J = .

4) Cc1sc2nc(CN3CCOCC3)nc(N3CCOCC3)c2c1C
  A = -1	B = -3	C = 0.2	D = -1.4	E = 3	F = 3	G = 5	H = 0.3	I = 8	J = -10

5) Cc1ccc(OCCSc2ncccn2)c(C)c1
  A = -11	B = 2	C = 0.4	D = 1.0	E = -4	F = -2	G = 8	H = -1.0	I = 12	J = 1

6) Cc1ccc(OCc2cc(C(=O)NCC3COCCO3)no2)cc1C (centres undefined)
  A = -3	B = -3	C = 1.3	D = 0.9	E = 12	F = -7	G = -2	H = -0.5	I = 13	J = -7

7) Cc1nc2cc(NC(=O)N3c4ccccc4CC3C)ccc2o1 (centres undefined)
  A = -4	B = -1	C = -0.2	D = -0.5	E = -10	F = -1	G = -6	H = -0.4	I = -6	J = -5

8) Cc1cc(=O)[nH]c(SCC(=O)NCC2CCCCC2)c1C#N
  A = -3	B = 1	C = 0.0	D = 0.0	E = -3	F = -1	G = -4	H = -0.3	I = 1	J = 5

9) CCn1cc(S(=O)(=O)N2CCN(c3ccc(Cl)cc3)CC2)cn1
  A = -1	B = 1	C = 0.6	D = 1.3	E = -10	F = 2	G = -1	H = -0.1	I = -6	J = -4

10) Cc1ccc(S(=O)(=O)N2CCN(C(=O)C3=COCCO3)CC2)cc1C
  A = -6	B = -1	C = 1.0	D = -2.2	E = -9	F = -1	G = 0	H = -1.1	I = 10	J = -6

11) Cn1c(Cc2ccccc2)nnc1SCc1cc(=O)n2ccsc2n1
  A = -3	B = -2	C = 1.8	D = -1.5	E = 6	F = 0	G = 0	H = 0.4	I = -1	J = -2

12) O=C(CSc1ccccc1)N1CCN(S(=O)(=O)c2cccs2)CC1
  A = -7	B = 1	C = -0.4	D = -0.6	E = -11	F = 6	G = 0	H = -1.0	I = -8	J = -4

13) COc1cc2c(cc1NC(=O)C(C)NCc1ccccc1)oc1ccccc12 (centres undefined)
  A = -10	B = -2	C = 0.5	D = 3.4	E = 20	F = -1	G = -9	H = -1.0	I = -4	J = 0

14) CC(C)(CO)CNC(=O)CCc1nnc(C2(c3ccc(Cl)cc3)CCC2)o1
  A = -4	B = -3	C = -1.1	D = -1.1	E = -2	F = 0	G = -3	H = 0.2	I = -1	J = -6

15) O=C(C1=C(O)C(=O)N(c2ccccc2)C1c1ccc([N+](=O)[O-])cc1)c1cccs1 (centres undefined)
  A = -5	B = 1	C = 2.6	D = 2.5	E = -13	F = -16	G = -1	H = 0.1	I = -11	J = -5

16) COc1cccc(OCC(=O)N(C)Cc2nc(-c3ccccc3)no2)c1
  A = -9	B = 0	C = -0.7	D = 0.8	E = -1	F = -1	G = -4	H = -0.4	I = -1	J = -1

17) CCOc1ccc(CCNC(=O)COC(=O)/C=C/c2ccc(OC(F)F)c(OC)c2)cc1OCC
  A = -1	B = 1	C = -1.1	D = 1.1	E = 1	F = -4	G = -2	H = -0.1	I = -2	J = -7

18) COCCn1c(SCC(=O)NCc2ccccc2)nc2ccccc21
  A = -7	B = 0	C = -0.1	D = 0.3	E = -1	F = 4	G = 0	H = -1.1	I = 0	J = 12

19) CC1=NOC(=O)/C1=C\c1ccc(-c2ccc(Cl)c(C(=O)O)c2)o1
  A = -8	B = 34	C = 3.8	D = 4.1	E = -12	F = 18	G = 82*	H = -0.4	I = -55	J = 67*

20) COn1c(SC2CCCCC2)nc2ccccc2c1=O
  A = -4	B = 1	C = -0.8	D = 1.3	E = -6	F = -2	G = 2	H = -0.9	I = 6	J = -1

21) COc1ccc2nc3cc(Cl)ccc3c(Nc3ccc(O)c(CN4CCN(C)CC4)c3)c2c1
  A = 1	B = 6	C = -0.1	D = 22	E = 5	F = -65	G = 68*	H = 0.2	I = 9	J = -10

22) CCOC(=O)C1CCCN(C(=O)c2cc(S(=O)(=O)N3CCCCCC3)ccc2OC)C1 (centres undefined)
  A = 1	B = 0	C = 0.9	D = -8.8	E = -7	F = -22	G = -8	H = -0.1	I = 2	J = -7

23) COc1cccc(NC(=O)COC(=O)c2cccnc2)c1
  A = -1	B = -5	C = 0.1	D = -1.7	E = -12	F = 2	G = -7	H = -0.3	I = -10	J = -4

24) CN(C)c1ccc(/C=N/NC(=S)NCc2ccccc2)cc1
  A = 0	B = 1	C = 4.4	D = 1.4	E = -5	F = -9	G = -11	H = -0.7	I = 8	J = -7

Shown screen by screen: part of the list above.
2. O=C(CSc1nnc(-c2ccc(S(=O)(=O)N3CCCC3)cc2)o1)NCc1ccccc1
6. Cc1ccc(OCc2cc(C(=O)NCC3COCCO3)no2)cc1C (centres undefined)
21. COc1ccc2nc3cc(Cl)ccc3c(Nc3ccc(O)c(CN4CCN(C)CC4)c3)c2c1
9. CCn1cc(S(=O)(=O)N2CCN(c3ccc(Cl)cc3)CC2)cn1
20. COn1c(SC2CCCCC2)nc2ccccc2c1=O
22. CCOC(=O)C1CCCN(C(=O)c2cc(S(=O)(=O)N3CCCCCC3)ccc2OC)C1 (centres undefined)

Compound | 2 | 6 | 21 | 9 | 20 | 22
bovine MsrA act | -9 | -3 | 1 | -1 | -4 | 1
STEP inh | -1 | -3 | 6 | 1 | 1 | 0
MsrA inhibitor | 0.6 | 1.3 | -0.1 | 0.6 | -0.8 | 0.9
LMPTP block | 0.5 | 0.9 | 22 | 1.3 | 1.3 | -8.8
E coli Lon inh | 6 | 12 | 5 | -10 | -6 | -7
SUMO1-SIM PPI | 0 | -7 | -65 | 2 | -2 | -22
DNMT1 block | 0 | -2 | 68* | -1 | 2 | -8
TbMetRS inhib | -1.6 | -0.5 | 0.2 | -0.1 | -0.9 | -0.1
NRP1-CendR mod | -6 | 13 | 9 | -6 | 6 | 2
Scp1 inh | 0 | -7 | -10 | -4 | -1 | -7

Screening results from PubChem.
